ERb coact inh – ER-beta (human) coactivator binding inhibition; TR-FRET ER-beta LBD / SRC1-Cy5 peptide binding; receptor agonist-loaded with 1 µM estradiol; inhibition, % at 25.6 µM; 86,000 tested, 1.3% active;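 active = compounds whose percent inhibition of the receptor-coactivator binding signal exceeds about 50% in the single-dose screen, limit read from the data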;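 also: 0% = receptor plus peptide wells without compound and 100% = peptide-only wells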
Target sequence (Q92731 whole entry, looked up, the tested form may be a part): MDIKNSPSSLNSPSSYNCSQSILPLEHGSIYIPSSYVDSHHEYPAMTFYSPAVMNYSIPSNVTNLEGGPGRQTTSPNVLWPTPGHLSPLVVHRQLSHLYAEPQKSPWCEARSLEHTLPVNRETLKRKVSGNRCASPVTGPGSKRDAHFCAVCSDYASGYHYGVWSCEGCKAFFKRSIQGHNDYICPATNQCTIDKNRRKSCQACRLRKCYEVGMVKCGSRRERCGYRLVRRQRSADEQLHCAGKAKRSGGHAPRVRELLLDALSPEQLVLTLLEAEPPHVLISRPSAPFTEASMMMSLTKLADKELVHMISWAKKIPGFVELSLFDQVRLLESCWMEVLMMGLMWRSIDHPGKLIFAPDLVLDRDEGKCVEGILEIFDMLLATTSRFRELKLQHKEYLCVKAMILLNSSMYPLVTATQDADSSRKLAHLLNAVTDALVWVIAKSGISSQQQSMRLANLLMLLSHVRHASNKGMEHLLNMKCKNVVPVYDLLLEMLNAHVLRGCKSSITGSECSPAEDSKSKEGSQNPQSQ
Ecoli WT expand – blocks growth of wild type E. coli BW25113. OD600 absorbance. growth inhibition, % at 100 µM. 98,000 tested, 0.15% active;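 active = growth inhibition above about 50% at one test dose, limit read from the data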;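 also: growth measured after 20 h incubation at 37 °C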
Mac1 fbg enh – enhancers of human CD11b/CD18 binding to fibrinogen; 93,000 tested, 0.07% active; activation, % at 10 µM; K562 CD11b/CD18 adhesion to fibrinogen, ATPlite luminescence; P05107+P11215;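 active = 10 µM primary screen giving 50% or more activity, confirmed by 40% or more on retest at that dose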; also: strong numbers were not always called active; reference of the scale not given here
PLAP activator – human PLAP activation | P05187 | activation fold at 20 µM | 96,000 tested, 1.2% active | purified PLAP enzyme, luminescent substrate read-out; stronger effect = higher value; in the data active = activation fold above about 2
Target sequence (P05187 whole entry, looked up): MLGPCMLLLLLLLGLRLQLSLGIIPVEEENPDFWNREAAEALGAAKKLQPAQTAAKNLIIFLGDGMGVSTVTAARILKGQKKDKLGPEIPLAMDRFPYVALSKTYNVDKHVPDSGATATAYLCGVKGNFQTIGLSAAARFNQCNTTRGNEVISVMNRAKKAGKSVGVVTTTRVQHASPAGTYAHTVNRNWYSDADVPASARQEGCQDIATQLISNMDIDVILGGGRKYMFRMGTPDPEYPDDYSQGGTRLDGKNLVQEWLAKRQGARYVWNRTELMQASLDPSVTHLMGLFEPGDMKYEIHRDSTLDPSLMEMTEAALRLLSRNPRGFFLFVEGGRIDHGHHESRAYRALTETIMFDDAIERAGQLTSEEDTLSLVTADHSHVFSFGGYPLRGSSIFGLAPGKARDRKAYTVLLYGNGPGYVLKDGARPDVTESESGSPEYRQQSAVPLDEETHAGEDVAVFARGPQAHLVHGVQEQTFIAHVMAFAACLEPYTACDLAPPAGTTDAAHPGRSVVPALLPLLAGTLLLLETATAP
ERa SRC1 pot – ER-alpha (human) coactivator binding potentiation; P03372; TR-FRET ERalpha-LBD/SRC-Cy5 coactivator binding, 2 h; 100 = basal binding, no effect; coactivator binding (% of control), % at 25.6 µM; 86,000 tested, 1.3% active; AID 639; in the data active = activity above about 200%;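 also: binding measured in presence of low estradiol as agonist stimulus; 0% = peptide alone without receptor and 100% = receptor with peptide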
ERa coact inh – ER-alpha (human) coactivator binding inhibition | inhibition, % at 25.6 µM | TR-FRET ER-alpha LBD / SRC-1 peptide, estradiol-bound | 86,000 tested, 1.7% active; in the data active = inhibition above about 50%;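 also: 0% = receptor plus peptide control and 100% = peptide only without receptor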
MT1-MMP txn act – MT1-MMP promoter transcription activation | activation factor at 10 µM | 86,000 tested, 0.16% active | HT1080 MT1-MMP promoter luciferase reporter, luminescence, overnight; stronger effect = higher value | AID 750;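 active = activation factor of at least 2 for MT1-MMP transcription at 10 µM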
CD11b adhes inh – blocks human CD11b/CD18 adhesion to fibrinogen; K562 CD11b/CD18 adhesion to fibrinogen, ATPlite luminescence; Mn2+ added to activate the integrin; inhibition, % at 10 µM; 93,000 tested, 0.54% active;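 active = primary inhibition of 50% or more at 10 µM, then 40% or more on retest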; also: some results filed as inactive read as strong as hits
FAK inh – FAK (human) kinase inhibition | 97,000 tested, 0.84% active | Q05397 | biochemical FAK kinase activity assay | inhibition, %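 (tested at 7 µM)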; in the data active = inhibition above about 19%;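 also: 0% = DMSO and 100% = reference compound high control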
Starred values were filed as active, the others as inactive; / = not tested or not shown; [ ] = another dose, or the depositor's remark.

Sequence of screens – ERb coact inh, Ecoli WT expand, Mac1 fbg enh, PLAP activator, ERa SRC1 pot, ERa coact inh, MT1-MMP txn act, CD11b adhes inh, FAK inh
C#CCOc1c(Br)cc(/C=N/O)cc1OCC
 : 13, 0, 4, 1.3, 69, 11[fluorescence artefact?], 1.2, 6, 6
CCCn1c(N)c(C(c2ccc(C(=O)OC)cc2)N2CCN(c3ccccc3)CC2)c(=O)[nH]c1=O (stereo unspecified)
 : -7, 5, 2, 1.8, 119, 8, 1.2, 24, 0
CCOC(=O)C1=NN(c2ccc(OC)cc2)C(c2ccccc2)CC1=O (stereo unspecified)
 : -12, /, /, /, 98, -14, 1.1, /, 0
COCCCNC(=O)CCn1c(=O)c2ccccc2n(CC(=O)Nc2ccccc2C)c1=O
 : -4, 0, 0, 1, 111, 2, 1.1, 0, -1
COC(=O)c1ccc(OCC(=O)Nc2nn(-c3ccccc3)nc2C(N)=O)cc1
 : 23[fluorescence artefact?], -4, 40, 0.9, 116[fluorescence artefact?], 28, 1.3, -8, /
CC1(C)CC(=O)c2cc(OCC(=O)NCc3cccnc3)ccc2O1
 : -1, 5, -6, 0.9, 119, 0, 1.3, -8, 4
O=C(OCC(=O)c1ccc[nH]1)c1ccc(S(=O)(=O)N2CCCCCC2)cc1
 : 13, -5, 3, 0.9, 89, 4, 1.1, 4, -2
CCOC(=O)c1[nH]c2ccc(Br)cc2c1NC(=O)CNC
 : -4, -1, 104*, 1, 92, -6, 1.3, -2, 0
COc1ccc(-n2c(C)cc(C(=O)CSc3nnc(-c4cccs4)o3)c2C)cc1
 : -1, -8, -10, 1.4, 201*, -2, 1.1, 99, /
COC(=O)c1ccccc1NC(=O)Cn1c(-c2nonc2N)nc2ccccc21
 : 25, -1, 1, 0.9, 143[fluorescence artefact?], 40, 0.9, -2, -1
O=C(NCCCn1ccnc1)c1cnn2c1NC(c1ccccc1)CC2C(F)(F)F (stereo unspecified)
 : -21, 12, -3, 1.5, 108[fluorescence artefact?], -24, 1.1, -5, 1
Cc1ccc2nc(SCC(=O)c3cc(C)n(C)c3C)[nH]c2c1
 : -25, -6, -4, 1.1, 87, -10, 1.2, -4, 1
CCCC(=O)c1ccc(N2CCN(S(=O)(=O)c3ccccc3)CC2)c(F)c1
 : -5, 4, -3, 0.9, 116, -10, 0.9, -11, 1
CC(C)c1ccc(N(CC(=O)NCCSC(C)(C)C)S(C)(=O)=O)cc1
 : 7, 4, 1, 1.6, 101, -3, 1.8, 3, 1
CNc1cc(C(F)(F)F)nc(-c2ccccn2)n1
 : /, 2, -3, 1, /, /, /, -2, 5
COc1ccc(C2C(C(=O)Nc3cccc(C)n3)c3ccccc3C(=O)N2C)cc1 (stereo unspecified)
 : -17, -3, -7, 1, 105, -39, 1, 2, -3
CCOC(=O)CSc1nnc(CNC(=O)c2ccccc2OC)n1-c1ccc(OC)cc1
 : -2, 5, 0, 1.3, 107, -2, 1, 9, 1
COCCOC(=O)c1c(C)nc(SCC(=O)Nc2ccc(C)cc2)c(C#N)c1-c1ccco1
 : -3, -2, -5, 0.9, 132, -3[fluorescence artefact?], 1.1, -3, /
N=c1n(Cc2ccccc2)c2ccccc2n1CC(O)c1ccco1 (stereo unspecified)
 : 1, -3, -2, 1, 113, -3, 1.2, -8, -5
O=C(c1ccc(COc2c(F)c(F)c(F)c(F)c2F)o1)N1CCN(Cc2ccc3c(c2)OCO3)CC1
 : 37, /, /, /, 99, 37[fluorescence artefact?], 1.2, /, -2
Cc1ccc(-c2cc(C(=O)N3CCN(c4ncccn4)CC3)c3ccccc3n2)cc1
 : -6, -14, 1, 1.6, 118, -3[fluorescence artefact?], 1.4, 53, -4
CCOc1ccc2nc(NC(=O)CS(=O)(=O)c3ccccc3)sc2c1
 : -12[fluorescence artefact?], 7, 6, 1, 103, 3, 1.2, 2, 1
CCc1nnc(NC(=O)c2ccc3c(c2)C(=O)N(CC(C)C)C3=O)s1
 : 21[fluorescence artefact?], /, /, /, 110, -8, 1.5, /, -3
O=C(CSc1nnnn1C1CCCC1)N1CCCc2ccccc21
 : 4[fluorescence artefact?], 3, -4, 1, 131, -2, 1.1, -1, 2
Cc1nn(C)c(C)c1-c1c(C#N)c(N)nc2c1CCCCCC2
 : /, -3, -4, 1, /, /, /, 5, -1
O=C(N=c1nc2ccccn2s1)c1ccccc1
 : 4, /, -2, 0.9, 117, 5, 1.2, 20, /
Cc1ccc(-c2cc(C(F)(F)F)n3nc(C(=O)N4CCCC4)cc3n2)cc1
 : 5, /, /, /, 129, 9, 1, /, 1
CCCCCNC(=O)c1ccc2c(=O)[nH]c3c(C(=O)NCC4CCCO4)sc(=S)n3c2c1 (stereo unspecified)
 : 2[fluorescence artefact?], -5, -2, 1.6, 86[fluorescence artefact?], 0, 1.1, 38, -6
O=C(NNC(=O)[C@@H]1CCCC[C@@H]1C(=O)O)c1cccs1
 : -1, /, /, /, 103, -3, 1.1, /, 0
CC1(C)Cc2ccccc2C(NNC(=O)c2cccnc2)=N1
 : -8, /, /, /, 106, -6, 1.1, /, 0

Given tab-delimited: part of the list above
compound	ERb coact inh	Ecoli WT expand	Mac1 fbg enh	PLAP activator	ERa SRC1 pot	ERa coact inh	MT1-MMP txn act	CD11b adhes inh	FAK inh
COc1ccc(C2C(C(=O)Nc3cccc(C)n3)c3ccccc3C(=O)N2C)cc1 (stereo unspecified)	-17	-3	-7	1	105	-39	1	2	-3
CCOC(=O)CSc1nnc(CNC(=O)c2ccccc2OC)n1-c1ccc(OC)cc1	-2	5	0	1.3	107	-2	1	9	1
COCCOC(=O)c1c(C)nc(SCC(=O)Nc2ccc(C)cc2)c(C#N)c1-c1ccco1	-3	-2	-5	0.9	132	-3[fluorescence artefact?]	1.1	-3	/
N=c1n(Cc2ccccc2)c2ccccc2n1CC(O)c1ccco1 (stereo unspecified)	1	-3	-2	1	113	-3	1.2	-8	-5
O=C(c1ccc(COc2c(F)c(F)c(F)c(F)c2F)o1)N1CCN(Cc2ccc3c(c2)OCO3)CC1	37	/	/	/	99	37[fluorescence artefact?]	1.2	/	-2
Cc1ccc(-c2cc(C(=O)N3CCN(c4ncccn4)CC3)c3ccccc3n2)cc1	-6	-14	1	1.6	118	-3[fluorescence artefact?]	1.4	53	-4
CCOc1ccc2nc(NC(=O)CS(=O)(=O)c3ccccc3)sc2c1	-12[fluorescence artefact?]	7	6	1	103	3	1.2	2	1
CCc1nnc(NC(=O)c2ccc3c(c2)C(=O)N(CC(C)C)C3=O)s1	21[fluorescence artefact?]	/	/	/	110	-8	1.5	/	-3
O=C(CSc1nnnn1C1CCCC1)N1CCCc2ccccc21	4[fluorescence artefact?]	3	-4	1	131	-2	1.1	-1	2
Cc1nn(C)c(C)c1-c1c(C#N)c(N)nc2c1CCCCCC2	/	-3	-4	1	/	/	/	5	-1
O=C(N=c1nc2ccccn2s1)c1ccccc1	4	/	-2	0.9	117	5	1.2	20	/
Cc1ccc(-c2cc(C(F)(F)F)n3nc(C(=O)N4CCCC4)cc3n2)cc1	5	/	/	/	129	9	1	/	1
CCCCCNC(=O)c1ccc2c(=O)[nH]c3c(C(=O)NCC4CCCO4)sc(=S)n3c2c1 (stereo unspecified)	2[fluorescence artefact?]	-5	-2	1.6	86[fluorescence artefact?]	0	1.1	38	-6
O=C(NNC(=O)[C@@H]1CCCC[C@@H]1C(=O)O)c1cccs1	-1	/	/	/	103	-3	1.1	/	0
CC1(C)Cc2ccccc2C(NNC(=O)c2cccnc2)=N1	-8	/	/	/	106	-6	1.1	/	0

More structures follow.
Sequence of screens – ERb coact inh, Ecoli WT expand, Mac1 fbg enh, PLAP activator, ERa SRC1 pot, ERa coact inh, MT1-MMP txn act, CD11b adhes inh, FAK inh
CCOC(=O)C1=C(O)C(=O)N(c2ccc(S(N)(=O)=O)cc2)C1c1ccc(Cl)cc1 (stereo unspecified)
 : -1, 5, /, 1, 91, -4, 1.1, /, 8
CCOC(=O)c1cnn2c(C(F)(F)F)cc(-c3ccccc3)nc12
 : -33, 1, -2, 1, 110, -22, 1, 1, /
Cc1ccc2c(c1)CCCN2C(=O)c1ccncc1
 : -4, -9, /, /, 104, -6, 1.1, /, -2
CCOC(=O)c1c(C)[nH]c(N=Nc2ccc(C)cc2)c1C
 : 7, -12, 0, 1.3, 112, -4, 1.9, 8, 2
O=C1O/C(=C\C(=O)N2CCOCC2)c2ccccc21
 : -4, 4, 0, 0.7, 109, -3, 1, -7, 3
CCc1ccccc1S(=O)(=O)Cc1ccc(C(=O)N2CCN(c3ccccc3OC)CC2)o1
 : -8, -21, 7, 1.5, 85, -9, 0.8, 6, 5
Cc1csc(NC(=O)CSc2nnc(Cn3c(=O)sc4ccccc43)n2-c2ccccc2)n1
 : 0, -4, 2, 1.6, 123, -10, 1.1, -9, -2
O=C(NCC1CCCO1)C(C(=O)c1ccc(F)cc1)n1ccccc1=O (stereo unspecified)
 : -4, 3, -4, 1.2, 113[fluorescence artefact?], -4, 1.2, 14, 3
CC(C)(C)Cc1nnc(NS(C)(=O)=O)s1
 : -4, /, /, /, 90, -8, 1.2, /, 1
Cc1cc(C(=O)Nc2ccccc2C#N)n(-c2ccccc2)n1
 : -1[fluorescence artefact?], -1, 2, 0.9, 120, 4, 1.1, -6, -11
CCOc1ccc2cc(C#N)c(SCC(=O)N3CCOCC3)nc2c1
 : 5[fluorescence artefact?], -5, -3, 1.2, 116, 1, 1.4, -15, 1
O=C(CC1(O)C(=O)N(Cc2ccc3c(c2)OCO3)c2ccccc21)c1ccccc1 (stereo unspecified)
 : 2, -3, -1, 1, 111, 2, 1, -13, 0
O=C(CCC(=O)c1cccs1)OCC(=O)N1CCN(C(=O)c2ccco2)CC1
 : -5, 3, 0, 1.1, 101, -2, 0.9, 19, 0
COc1ccc(OC)c(S(=O)(=O)Nc2ccc(F)cc2)c1
 : 10, -2, -4, 1.1, 90, -3, 1.1, -5, 1
CCc1ccccc1NC(=O)NC1CC2CCC(C1)N2Cc1cccs1 (stereo unspecified)
 : /, -2, -4, 1.1, /, /, /, -4, 0
CC1(c2ccccc2)CC(C)(C)N2C(=O)C3(C(C#N)=C(N)Oc4cc(O)ccc43)c3cccc1c32 (stereo unspecified)
 : -4, -2, -7, 1.7, 50[fluorescence artefact?], 4, 1, 30, 1
CCOC(=O)/C(=N/Nc1ccc(Cl)cc1)S(=O)(=O)c1ccc(Cl)cc1
 : -3, 1, -2, 1, 107, 7, /, 8, -1
Cc1ccc(NC(=O)N/C=C/c2ccco2)cc1C
 : /, 1, 1, 1.3, /, /, /, -7, -11
CCn1cc(C(=O)NCc2cccs2)c(=O)c2ccc(C)nc21
 : 2, -4, -1, 0.9, 79, 7, 1, -7, 7
O=C(c1ccsc1)N1CCN(C(=O)c2cccs2)CC1
 : -4[fluorescence artefact?], 7, 4, 0.9, 138, -1, 1.1, -35, 1
COc1ccc(-n2ccsc2=S)cc1
 : -8, 10, 2, 0.9, 120, 6, 1.1, -14, 0
CCN(CC)c1ccc(NC(=O)c2cccnc2)cc1
 : 48[fluorescence artefact?], 8, 0, 1.1, 107, -13, /, -3, 1
COc1ccc(C(=O)CC(c2ccccc2)C2CCCCC2=O)cc1 (stereo unspecified)
 : -1[fluorescence artefact?], -2, -2, 0.9, 111, 5[fluorescence artefact?], 1.2, -6, 3
COc1cccc(Cn2cnc3c(NS(=O)(=O)c4cccc(Cl)c4Cl)c(C)c(C)cc32)c1
 : /, -4, 2, 1.5, /, /, /, 13, 0
C/C(=N\NS(=O)(=O)c1ccc(Cl)cc1)c1ccc(O)cc1
 : /, 3, -2, 0.9, /, /, /, 10, 2
O=C(NCc1ccc2c(c1)OCO2)c1cc2ncc(Br)cn2n1
 : 78*[fluorescence artefact?], -9, 1, 1, 24[fluorescence artefact?], 80*[fluorescence artefact?], 1.1, -5, 9
O=S(=O)(c1cccc(S(=O)(=O)N2CCOCC2)c1)N1CCCCC1
 : -6, -3, 1, 1.2, 119, -6, 1.3, -4, -1
CCCCN(CC)C(=O)c1ccc(Cl)c(Cl)c1
 : -2, 8, 10, 1.2, 98, -9, 1.3, -56, 10
CCOC(=O)CNc1nnc(SCC(=O)OCC)[nH]c1=O
 : -7, 2, -4, 0.9, 114, -8, 1.2, -10, -2
O=C(CSc1nnc(CNc2ccc(F)cc2)o1)N1CCCc2ccccc21
 : -9, -1, -2, 1.1, 111, -6, 1, -5, /
